PfG6PD inh: PfG6PD (Plasmodium falciparum) enzyme inhibition; PfGluPho enzyme, NADPH resazurin-diaphorase fluorescence; hit rate 0.78% among 350,000; inhibition, % at 20 µM;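 active = inhibition reaching at least a set limit at 20 µM in the primary screen, cut at about 59% in these data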;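 also: 0% = DMSO wells with substrate and 100% = DMSO wells lacking glucose-6-phosphate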
SENP7 block: inhibitors of human SENP7 protease; hit rate 1.5% among 330,000; recombinant SENP7, Z-RLRGG-aminoluciferin luminescence, 40 min; Q9BQF6; inhibition, % at 5 µM;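 active = inhibition above about 50% at the single test dose, limit read from the data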;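 also: plate controls were DMSO with enzyme for no effect and no enzyme buffer wells for full effect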
Target sequence (Q9BQF6 706-1050 limits assumed): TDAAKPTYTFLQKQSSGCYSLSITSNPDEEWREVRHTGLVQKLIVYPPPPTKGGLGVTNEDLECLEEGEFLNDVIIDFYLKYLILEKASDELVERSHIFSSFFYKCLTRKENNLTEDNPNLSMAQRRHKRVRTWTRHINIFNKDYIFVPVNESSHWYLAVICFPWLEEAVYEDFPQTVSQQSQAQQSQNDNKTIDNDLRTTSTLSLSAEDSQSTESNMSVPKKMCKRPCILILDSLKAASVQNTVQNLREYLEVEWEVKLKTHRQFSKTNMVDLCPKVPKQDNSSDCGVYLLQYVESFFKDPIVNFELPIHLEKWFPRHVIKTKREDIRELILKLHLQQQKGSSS
HKDC1 inh: HKDC1 (human) hexokinase inhibition. recombinant HKDC1, G6PDH/diaphorase resazurin coupled fluorescence. inhibition, % at 20 µM. hit rate 0.16% among 340,000. AID 493160;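 active = inhibition above about 35% when tested at 20 µM, limit read from the data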;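 also: plate controls were DMSO wells with enzyme for no effect and DMSO wells lacking enzyme for full effect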
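Assay system – recombinant HKDC1 (HK5) hexokinase enzyme, produced in-house · Input – HKDC1 at 5 µg/mL · Reagent – glucose plus 1 mM ATP as hexokinase substrates · Timing – 90 min reaction incubation at room temperature, dark · Measured by – G6PDH/diaphorase-coupled fluorescence, 1 mM NADP, 100 µM resazurin, 525/613 nm · Benchmarks – DMSO-enzyme wells negative, buffer-substituted wells positive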
MPTP block: permeability transition pore inhibition | isolated mouse mitochondria, Ca2+ swelling absorbance, 30 min | AID 602449 | hit rate 1.4% among 360,000 | inhibition, % at 10 µM;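 active = inhibition of 50% or more, scaled per plate between neutral and stimulator controls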;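 also: 0% = DMSO wells given calcium and 100% = 1 mM EGTA wells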
SENP8 inh: SENP8 (human) protease inhibition; Q96LD8; recombinant SENP8, Nedd8 substrate fluorescence; inhibition, % at 20 µM; hit rate 0.64% among 360,000; in the data active = inhibition mostly above about 40%, no sharp cut-off; inactive = mostly below about 27%
Target sequence (Q96LD8 whole entry, looked up): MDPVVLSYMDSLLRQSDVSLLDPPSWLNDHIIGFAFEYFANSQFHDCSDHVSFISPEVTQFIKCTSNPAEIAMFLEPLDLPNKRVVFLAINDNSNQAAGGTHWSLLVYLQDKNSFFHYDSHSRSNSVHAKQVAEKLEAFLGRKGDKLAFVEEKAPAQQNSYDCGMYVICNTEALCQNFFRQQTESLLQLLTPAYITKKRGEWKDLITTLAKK
GRIN3A LBD mod: modulators (binders) of human NR3A ligand-binding domain; hit rate 2.5% among 340,000; NR3A LBD differential scanning fluorimetry, Tm shift; 0% = protein alone, 100% = glycine-bound protein; Tm shift relative to glycine control, % at 25 µM; AID 1259313;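 active = melting temperature shift of at least 10% of the positive control shift, at one fixed dose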
ATG4B inhibitor: inhibitors of human ATG4B cysteine protease | ATG4B cleavage of LC3-PLA2, NBD-HPC fluorescence, 1 h | inhibition, % at 8.33 µM | hit rate 0.51% among 340,000 | Q9Y4P1; in the data active = inhibition above about 40%
Target sequence (Q9Y4P1 whole entry, looked up): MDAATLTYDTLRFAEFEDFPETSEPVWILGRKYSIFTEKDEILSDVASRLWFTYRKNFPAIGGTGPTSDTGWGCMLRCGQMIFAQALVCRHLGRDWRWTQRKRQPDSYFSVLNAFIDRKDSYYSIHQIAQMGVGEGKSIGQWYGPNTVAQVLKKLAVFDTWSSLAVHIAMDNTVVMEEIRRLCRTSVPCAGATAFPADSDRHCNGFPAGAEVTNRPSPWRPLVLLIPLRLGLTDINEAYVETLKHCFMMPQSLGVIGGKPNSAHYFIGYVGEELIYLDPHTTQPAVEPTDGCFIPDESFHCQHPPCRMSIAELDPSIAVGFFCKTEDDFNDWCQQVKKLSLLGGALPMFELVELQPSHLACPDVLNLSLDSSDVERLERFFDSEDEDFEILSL
SENP6 block: SENP6 protease inhibition; Recombinant SENP6 catalytic domain, aminoluciferin luminescence; inhibition, % at 10 µM; hit rate 1.8% among 330,000; AID 2599;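 active = inhibition above about 50% at the single tested dose, limit read from the data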;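 also: plate controls were DMSO wells with enzyme for no effect and DMSO wells lacking enzyme for full effect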
* marks the source's active call; other numbers are inactive results; . = no result given. No enrichment for hits. Share with any hit: about 6.9%.

SMILES	PfG6PD inh	SENP7 block	HKDC1 inh	MPTP block	SENP8 inh	GRIN3A LBD mod	ATG4B inhibitor	SENP6 block
Cc1cc(C)cc(OCC(=O)OCC(=O)Nc2cc(C)nn2-c2ccccc2)c1	5	2	-1	0.0	10	-1	-6	-2
O=C(CSc1nnnn1Cc1ccccc1)c1ccc(F)cc1	-1	-5	-1	1.1	8	-1	-3	-8
Cc1cc(=O)[nH]c(SCC(=O)NC(C)C2CC3CCC2C3)c1C#N (stereo unspecified)	-22	0	-4	2.3	9	1	5	-2
COc1cccc(/C=C2\N=C(c3c(-c4ccccc4)noc3C)OC2=O)c1OC	5	0	3	0.7	-25	1	-4	-19
CCOC(=O)/C=C1\SCC(=O)N1CC(=O)N1CCOCC1	-13	1	-8	-1.9	7	1	0	-5
O=S(=O)(N/N=C/c1ccc(F)cc1)c1ccccc1	-18	9	-6	0.1	14	0	3	-5
CCOC(=O)[C@@H]1[C@H]2COc3ccc(Br)cc3[C@@H]2N2C(=O)N(c3ccc(Br)cc3)C(=O)[C@@]12C	10	-1	-4	0.7	10	-1	-7	6
S=c1[nH]nc(-c2cccc3ccccc23)n1-c1cccnc1	19	2	-4	-0.4	15	-1	-10	-11
COC(=O)CP(=O)(c1ccccc1)c1ccccc1	6	4	-8	0.4	15	-1	7	-10
CCOC(=O)C1CCN(c2ccc(Cl)nn2)CC1	13	12	-8	1.7	16	-1	23	16
COc1ccc(CN(CC(=O)NCCc2ccccc2)C(=O)CCC(=O)Nc2cc(C)ccn2)cc1	-7	4	3	-0.6	3	-2	-6	-3
c1ccc2c(c1)OCC(CNc1ncnc3sccc13)O2 (stereo unspecified)	-2	.	-7	99*	-41	-4	-4	.
NC(=O)c1nsc(C(=O)N(Cc2ccco2)C(C(=O)NC2CCCC2)c2ccc(O)cc2)c1N (stereo unspecified)	-1	3	-6	0.7	-285	-2	5	-5
COc1ccc(CNCCC(c2ccccc2)c2ccc(OC(C)C)cc2)cc1OC (stereo unspecified)	2	-5	-2	10	14	0	4	-3
CC1(C)CC(=O)C2=C(C1)Nc1ncnn1C2c1cccs1 (stereo unspecified)	-6	4	-3	0.5	-58	0	2	15
Oc1cccc(Nc2nc(O)c(/C=C3\C=Nc4ccccc43)s2)c1	37	3	-1	5.5	-98	21*	25	15
Cc1ccc(NCC(=O)N/N=C/c2cccc(Br)c2)cc1	35	-3	-9	1.3	9	0	-13	-4
COc1ccc(-c2c(C)cc3oc(=O)cc(-c4ccccc4)c3c2C)cc1F	-4	2	4	-0.3	1	-1	1	.
O=C(Nc1ccc(F)c(Cl)c1)c1ccccc1	22	83*	-2	-0.9	-2	-12	-3	78*
CC1CCCC(C)N1CC(O)COC1CCC(C(C)(C)C)CC1 (stereo unspecified)	0	-5	0	2.3	11	-1	-4	-16
CC(C)CC(NC(=O)c1ccccc1)C(=O)OCC(=O)Nc1ccc(Br)cn1 (stereo unspecified)	-3	0	-9	-0.6	18	0	-11	-6
COc1ccccc1C(=O)COC(=O)CCNS(=O)(=O)c1ccc(C)c(C)c1	-1	-2	-1	0.9	4	4	-6	-9
CCOc1ccccc1N1CC(C(=O)N2CCc3ccccc32)CC1=O (stereo unspecified)	-7	-3	2	0.2	10	-1	-11	-6
Cc1ccc2[nH]c3c(=O)n(Cc4ccccn4)cnc3c2c1	-4	0	2	-7.7	-161	-1	0	-10
COc1ccc([N+](=O)[O-])cc1NC(=O)C1CCCN1S(=O)(=O)c1cccs1 (stereo unspecified)	1	-1	-1	-0.8	5	3	-13	-8
CCOc1cc(NC(=S)NCC2CCCO2)c(OCC)cc1NC(=O)CC (stereo unspecified)	-4	-9	0	1.7	15	-1	-4	-29
S=C(NC1CCCCC1)N1CCCCC1	2	-6	-1	-1.2	18	1	6	-18
CCOC(=O)C1(CCc2ccccc2)CCN(Cc2ccccn2)CC1	-8	1	1	-2.1	10	-3	3	-9
C=CCNC(=O)CCCCCNS(=O)(=O)c1ccc(OC)cc1	-5	-4	-14	-2.1	7	2	1	-7
CCC(=O)c1ccc(OCC(=O)Nc2ccc(N3CCCCC3)cc2)cc1	13	-2	-4	1.1	13	0	-2	13
CCOc1ccc(S(=O)(=O)Nc2cccnc2)cc1	13	2	-2	-0.9	24	-4	-6	2
O=C(N/N=C/c1cccc([N+](=O)[O-])c1)C1CC(=O)N(c2ccc(Cl)cc2)C1 (stereo unspecified)	30	9	-1	-1.8	31	-5	4	0
COc1ccc(CC2(CO)CCN(C(C)Cc3ccc(Cl)cc3)CC2)cc1 (stereo unspecified)	13	-1	-4	4.0	7	-3	15	-7
COc1cccc(NC(=O)CN(C)C(=O)CCC(=O)c2cc(C)sc2C)c1	-7	15	2	0.8	1	1	-4	-17
COc1cccc(OC)c1C(=O)Nc1ccccc1C(=O)N1CCCC1	4	16	-9	-0.7	3	-3	1	0
Nc1c(Br)cc(Br)c(N2CCCC2=O)c1Br	-16	-6	-4	0.7	5	-1	-5	-38
Cc1ccc2cc(CN(CCCO)S(=O)(=O)c3ccccc3F)c(=O)[nH]c2c1C	-9	-14	0	0.3	-43	0	-3	-6
c1ccc2oc(SCc3nc4ccccc4s3)nc2c1	-4	25	3	-5.3	-116	1	10	50
CC(NC(=O)Cn1cc([N+](=O)[O-])cn1)c1ccc(C(C)(C)C)cc1 (stereo unspecified)	-14	-1	1	9.8	23	0	6	-11
O=C(NCc1nc2ccccc2[nH]1)C1=C[C@@H](C2CC2)C[C@@H](OCc2ccc(CO)cc2)O1	3	0	-4	-1.2	0	-1	-6	-4

One compound at a time, as listed above. Screens in order: PfG6PD inh	SENP7 block	HKDC1 inh	MPTP block	SENP8 inh	GRIN3A LBD mod	ATG4B inhibitor	SENP6 block
COC(=O)CP(=O)(c1ccccc1)c1ccccc1 as listed: 6	4	-8	0.4	15	-1	7	-10
Cc1ccc2[nH]c3c(=O)n(Cc4ccccn4)cnc3c2c1 as listed: -4	0	2	-7.7	-161	-1	0	-10

(further entries)
SMILES	PfG6PD inh	SENP7 block	HKDC1 inh	MPTP block	SENP8 inh	GRIN3A LBD mod	ATG4B inhibitor	SENP6 block
Cn1c(=O)n(Cc2ccc(Cl)cc2)c(=O)c2c1nc1n2CCN1Cc1ccco1	2	6	2	5.6	17	0	-16	-5
Cc1cc(NC(=O)CCC(=O)N(c2ccc(F)cc2)C(C(=O)NC2CCCC2)c2cccnc2)no1 (stereo unspecified)	9	2	-10	-1.7	13	-2	-4	-18
O=C1N=C2SCCN2/C1=C\c1c(Cl)cccc1Cl	-12	2	5	-0.2	12	-3	-1	5
O=C1C(c2ccncc2)=C(O)c2ccccc21	-4	72*	10	0.1	27	-2	1	85*
Cc1cc(C)n(CC(=O)c2cccc(N)c2)n1	21	-1	1	-0.3	10	-1	-10	31
CCCC(=O)Nc1ccc(NC(=S)NC(=O)c2ccccc2[N+](=O)[O-])cc1	1	-8	-7	0.1	10	-1	3	-4
COc1ccccc1-c1ccc(SCc2ccc([N+](=O)[O-])cc2)nn1	21	-9	-2	-1.3	18	-2	-15	-5
c1ccc(N2CCN(Cc3nnnn3C3CCCCC3)CC2)cc1	-26	-8	-1	-2.0	3	1	-1	-49
O=c1oc2ccccc2c(O)c1C=Nc1cccnc1	0	7	0	-0.3	-3	2	-4	-33
CCOC(=O)c1cc2c(C(F)(F)F)cc(-c3ccccc3)nc2o1	0	-10	0	-0.6	-326	2	-5	8
CN=C(Nc1ccccc1OC)SC1CC(=O)N(c2ccc(C(=O)OC)cc2)C1=O (stereo unspecified)	3	9	3	-0.4	10	-1	5	-11
CN(C)S(=O)(=O)N1CCC(Oc2ccc(C(=O)NCCc3cscn3)cc2)CC1	7	1	-8	-1.2	3	13*	19	15
NNC(=O)c1cnn(-c2ccccc2)c1C(F)(F)F	3	-4	3	-0.2	-2	-1	-4	10
COCCn1c(C(=O)N2CCCC2)cc2c1C[C@H]1CN(C(=O)c3ccccc3)[C@@](Cc3ccc(F)cc3)(C(=O)OC)[C@@H]21	-12	-3	-7	.	.	0	3	-2
Cc1ccc(-n2c(-c3cc(-c4ccco4)[nH]n3)n[nH]c2=S)c(Br)c1	23	-5	-4	3.4	3	1	-3	6
CCOc1ccc(C(=O)/C=C/c2cc(OC)c(OC)c(OC)c2)cc1	11	9	9	4.1	-228	-1	0	9
N=c1c(C(=O)NCC2CCCO2)cc2c(=O)n3ccccc3nc2n1Cc1cccnc1 (stereo unspecified)	9	-10	-1	-2.2	-500	0	-17	-32
O=C(Nc1cccc([N+](=O)[O-])c1)c1ccc2c(c1)OCO2	52	67*	-5	0.8	8	8	4	67*
Cc1csc(=O)n1CCC(=O)OCC(=O)N(CC(C)C)c1c(N)n(Cc2ccccc2)c(=O)[nH]c1=O	4	-2	-9	0.1	1	0	-6	3
CN(C)c1ccc(CNC(=O)C2CCN(S(=O)(=O)c3ccc4c(c3)CCCC(=O)N4)CC2)cc1	14	-3	-4	0.4	-13	0	-3	9

A draw from above in order of length of the SMILES, highest first:
SMILES	PfG6PD inh	SENP7 block	HKDC1 inh	MPTP block	SENP8 inh	GRIN3A LBD mod	ATG4B inhibitor	SENP6 block
CN(C)c1ccc(CNC(=O)C2CCN(S(=O)(=O)c3ccc4c(c3)CCCC(=O)N4)CC2)cc1	14	-3	-4	0.4	-13	0	-3	9
CN=C(Nc1ccccc1OC)SC1CC(=O)N(c2ccc(C(=O)OC)cc2)C1=O (stereo unspecified)	3	9	3	-0.4	10	-1	5	-11
Cc1cc(C)n(CC(=O)c2cccc(N)c2)n1	21	-1	1	-0.3	10	-1	-10	31

Additional compounds
SMILES	PfG6PD inh	SENP7 block	HKDC1 inh	MPTP block	SENP8 inh	GRIN3A LBD mod	ATG4B inhibitor	SENP6 block
Cc1ccc2c(Cl)cc(Cl)c(OCC(=O)Nc3cc(S(=O)(=O)N(C)C)ccc3C)c2n1	51	-1	9	12	-10	-6	0	-12
COc1ccc([C@H]2C(C(=O)O)=C[C@@H](C(C)(C)C)N2S(=O)(=O)c2ccc(C)cc2)cc1OC	-19	4	-4	-0.2	11	-1	-1	0
COC(=O)c1cc2occc2n1Cc1nc(-c2ccccc2F)oc1C	9	-3	-3	3.4	19	2	-8	-7
Cn1c(SCC(=O)Nc2ccccc2)nc(O)cc1=O	14	3	-2	-0.5	10	0	2	-5
COc1ccc(CCC(=O)N2CCN(C3CCCCC3)CC2)cc1	8	6	-5	1.8	22	4	-5	-23
CC1(c2ccccc2)NC(=O)N(CC(=O)NNC(=O)c2ccccc2F)C1=O (stereo unspecified)	-7	-1	3	0.9	17	1	-10	-1
O=C(CSc1ccncc1)Nc1ccc(S(=O)(=O)Nc2nccs2)cc1	-18	7	-2	0.1	14	-1	-8	9
COc1ccccc1NC(=O)CC12CC3CC(CC(Br)(C3)C1)C2	7	2	-4	0.9	6	-1	1	-36
O=C(CCn1cccc1)NCc1ccc(Cl)cc1	-13	4	-10	-2.8	14	-1	-11	-7
O=C(c1ccc2c(c1)OCO2)N1CCCC(c2ccccc2)C1 (stereo unspecified)	-8	.	3	-0.3	5	-2	10	.
CCOC(=O)C1(NC(=O)C2(N3C(=O)c4ccccc4C3=O)CCCC2)CCCC1	-2	.	-6	0.4	10	-2	-9	.
COc1ccnc(Oc2ccc(Cl)cc2)c1C#N	7	3	-3	0.3	7	-2	0	9
CN(C)CCn1c(=O)n(Cc2ccco2)c(=O)c2c3c(sc21)CCCCC3	8	4	-5	0.7	17	-1	-1	-17
Cc1cccn2c(CN[C@@H]3CCCC[C@H]3c3ccccc3)c(C(=O)N3CCOCC3)nc12	2	-5	-7	0.1	-3	-4	26	24
CCOc1ccc(C(C(=O)NCC2CCCO2)N(C(=O)c2snc(C(N)=O)c2N)c2ccc(F)cc2)cc1 (stereo unspecified)	7	-2	-2	-0.8	-315	-4	-6	-3
CCOc1ccc(CNC2CCCCCCC2)cc1OC	10	-11	-1	-0.8	12	2	-3	-20
COc1ccc(C2C(C(=O)Nc3cccc(OC)c3)c3ccccc3C(=O)N2C)cc1 (stereo unspecified)	6	4	2	1.1	4	0	-9	-6
Cc1ccc(C2/C(=C(\O)c3cnn(-c4ccccc4)c3C)C(=O)C(=O)N2CCN(C)C)o1 (stereo unspecified)	-6	2	-2	-1.2	13	-1	-16	0
